Giardia FBPA inh – qHTS Assay for Inhibitors of Fructose-1,6-bisphosphate Aldolase from Giardia Lamblia | A8B2U2 | purified Giardia FBPA | Potency, µM (highest dose often 59.6 µM), for inactives: at the highest dose activity, negative = inhibition, most hits filed as inhibitors | 290,000 compounds, 0.71% hits | AID 2451, 2010; note: potency is the fitted concentration of half-maximal effect; nearly all actives have a fitted effect of over 55% in size
Target sequence (A8B2U2 whole entry, looked up): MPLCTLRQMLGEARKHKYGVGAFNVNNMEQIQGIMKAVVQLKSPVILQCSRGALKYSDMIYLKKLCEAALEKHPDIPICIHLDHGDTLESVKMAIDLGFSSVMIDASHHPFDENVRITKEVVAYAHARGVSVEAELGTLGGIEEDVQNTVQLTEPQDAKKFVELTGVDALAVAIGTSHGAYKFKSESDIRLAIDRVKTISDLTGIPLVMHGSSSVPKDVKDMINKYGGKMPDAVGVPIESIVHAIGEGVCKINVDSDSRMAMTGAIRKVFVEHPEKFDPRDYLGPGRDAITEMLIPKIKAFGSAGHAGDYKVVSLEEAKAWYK
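Giardia FBPA (40 nM reagent) was preincubated 10 min at RT with compound (up to 57.5 uM final), then substrate plus GAPDH/TPI/NAD/arsenate coupling system with diaphorase/resazurin was added; resorufin fluorescence (525/598 nm) was read after 20 min.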
AMA1-RON2 inh – qHTS for Inhibitors of AMA1-RON; Towards Development of Antimalarial Drug Lead: Primary Screen. Plasmodium falciparum AMA1 (3D7) - RON2 peptide interaction. 360,000 compounds, 0.2% hits. Potency, µM (doses to about 58.2 µM), inactives show at the top dose activity change, negative = inhibition, actives largely listed as inhibitors. AlphaScreen AMA1-biotinylated RON2 peptide binding;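 note: potency is the fitted concentration of half-maximal effect; 0% = vehicle wells and -100% = peptide control; nearly all actives have a fitted effect of over 45% in size; some results filed as inactive show a strong effect at the top dose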
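AMA1 (3D7) with his tag at 25 nM final met compounds first, then biotinylated RON2 peptide at 25 nM; detection used donor plus acceptor beads, 10 µg/mL apiece, read by AlphaScreen after 30 min at room temperature.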
HCV inhibitor – qHTS Assay for Inhibitors of Hepatitis C Virus (HCV). Huh7.5.1 HCVcc-Cre infection, luciferase reporter, 44 h. Potency, µM (top dose mostly 41.8 µM), for inactives: top-dose activity change, negative = inhibition, hits mostly inhibitors. 340,000 compounds, 3.4% hits. AID 651820, 2012; note: potency is the fitted concentration of half-maximal effect
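Compounds are dispensed onto cells plated 4 h earlier at 1,000 per well, with HCVcc-Cre virus (about 0.5 moi) added next. Following 44 h of culture, luminescent signal is measured for 15 sec after 15 min with substrate at room temperature.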
AmpC detergent – qHTS Inhibitors of AmpC Beta-Lactamase (assay with detergent); AmpC hydrolysis of nitrocefin, absorbance 480 nm, 0.01% Triton; Potency, µM (titrated, usually from 114 µM), without a hit: top-dose activity change, negative = inhibition, most hits filed as inhibitors; 370,000 compounds, 0.041% hits;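 note: potency is the fitted concentration of half-maximal effect; 0% = no-compound wells and -100% = no-enzyme wells; nearly all actives have a fitted effect of over 25% in size; some results filed as inactive show a strong effect at the top dose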
Target sequence (P00811 whole entry, looked up): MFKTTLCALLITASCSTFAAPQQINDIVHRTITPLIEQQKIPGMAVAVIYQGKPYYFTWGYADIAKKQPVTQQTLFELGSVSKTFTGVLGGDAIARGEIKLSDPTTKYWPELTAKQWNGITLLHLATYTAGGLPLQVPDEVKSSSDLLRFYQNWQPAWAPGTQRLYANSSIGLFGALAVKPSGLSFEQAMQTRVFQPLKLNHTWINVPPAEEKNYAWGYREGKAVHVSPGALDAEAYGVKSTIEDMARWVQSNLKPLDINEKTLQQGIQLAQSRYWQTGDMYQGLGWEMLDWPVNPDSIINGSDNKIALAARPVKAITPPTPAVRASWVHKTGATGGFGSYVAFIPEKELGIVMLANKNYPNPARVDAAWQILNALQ
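20 mM phosphate pH 7.0 + 0.01% (detergent screen) or 0.0001% Triton X-100; 5.3 nM AmpC reagent; cpd preinc 15 min RT; nitrocefin (800 uM stock) to start; A480 q20 s × 4 min; Activity was normalised to no-enzyme and no-compound control wells.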
Sm TGR block – qHTS Assay for the Inhibitors of Schistosoma Mansoni Peroxiredoxins. Schistosoma mansoni thioredoxin glutathione reductase (TGR), Q962Y6. purified TGR, DTNB reduction, TNB absorbance 405 nm. Potency, µM (highest dose often 114 µM), for the others: at the top dose activity change, negative = inhibition, hits mostly inhibitors. 360,000 compounds, 3% hits. AID 485364, 2010; note: potency is the fitted concentration of half-maximal effect; nearly all actives have a fitted effect of over 60% in size
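First, TGR (20 nM dispensed) and NADPH were mixed with compound. Second, a 15 min room-temperature incubation followed. Third, further NADPH and then DTNB were added to start the reaction. Finally, TNB absorbance was monitored kinetically.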
HCMV antiviral – qHTS Assay for inhibitors of the human cytomegalovirus (HCMV); 410,000 compounds, 4.5% hits; HFF cells, HCMV-luciferase reporter, 72 h; active compounds read low; AID 1259415, 2018; activity change, negative = inhibition, % at 57.5 µM; in the data active = activity change below about -60%; inconclusive = no clear call, values can overlap the other calls; inactive = above about -39%
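HFF cells seeded 16 h at 37C, treated with compounds, infected with luciferase-reporter HCMV at MOI 1 PFU/cell; luciferase read at 72 h post infection, normalized to buffer-only and Salinomycin controls.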
Active calls of the source: *; ? = inconclusive; . = no result given; & = joins results of further samples; [ ] = another dose, or the depositor's remark. Unless noted, calls come from the whole dose curve; as a rule, active = well fitted curve in the direction sought with a large enough effect; inconclusive = small, poorly fitted or top-dose-only effect, or another doubt; inactive = no such curve, though single readings can be large; an effect the other way counts as inactive or inconclusive. Unless noted, % is set by controls: 0 for no effect and ±100 for the full control effect.

Start of the data: the first 2 records (preview)
Order of values: AmpC detergent, Giardia FBPA inh, AMA1-RON2 inh, HCV inhibitor, HCMV antiviral, Sm TGR block
[1] CCc1ccc(NC(=S)N2CCCC(C(F)(F)F)C2)cc1 (centres undefined)
 : 2%, -4%, 0%, 25%, -21, -1%
[2] CCOc1ccc(-c2c(C(=O)N/N=C/c3ccsc3)nnn2-c2nonc2N)cc1
 : -12%, 12%, 30%[activator], -8%, ?, -12%

This part in full (from the top)
Order of values: AmpC detergent, Giardia FBPA inh, AMA1-RON2 inh, HCV inhibitor, HCMV antiviral, Sm TGR block
[1] CCc1ccc(NC(=S)N2CCCC(C(F)(F)F)C2)cc1 (centres undefined)
 : 2%, -4%, 0%, 25%, -21, -1%
[2] CCOc1ccc(-c2c(C(=O)N/N=C/c3ccsc3)nnn2-c2nonc2N)cc1
 : -12%, 12%, 30%[activator], -8%, ?, -12%
[3] CC(NC(=O)COC(=O)C1CCN(c2ccc(C(F)(F)F)cn2)CC1)c1ccc(F)cc1 (centres undefined)
 : 2%, ., 8%, 16%, -18, -9%
[4] O=C(c1ccc(-c2ccccc2)cc1)N1CCN(Cc2ccccn2)CC1
 : 1%, 1%, -7%, -8%, 1, 0%
[5] COc1cccc(C(=O)Nc2ccc3c(c2)CCCN3C(=O)c2cccs2)c1OC
 : 4%&-10%, ., -4%, 4.5µM*, -33&-19, 3%&13%
[6] O=c1oc2ccc([N+](=O)[O-])cc2c(N2CCOCC2)c1[N+](=O)[O-]
 : -9%, 8%, ., ., -9, ?
[7] Cc1sc2ncnc(N3CCN(S(=O)(=O)c4ccc(F)cc4)CC3)c2c1C
 : 3%, ., -5%, ?, ?, 8%
[8] Cc1ccc(CNC(=O)c2cc(-c3ccccc3)nn2Cc2cc(C)no2)cc1
 : ?, ., 0%, ?, -12, ?
[9] O=C(NCC(c1ccc2c(c1)OCO2)N1CCN(c2ccc(F)cc2)CC1)c1cccc([N+](=O)[O-])c1 (centres undefined)
 : -8%, ., ., ., ?, -1%
[10] O=C(NCc1ccccn1)C(=O)NCc1ccccn1
 : 3%, 0%, 23%, 12%, -10, 8%
[11] Cc1ccc(NC(=S)NNC(=O)C2CC2c2ccc(C)cc2)cc1 (centres undefined)
 : ?, 12%, 62%[activator], ?, 29, -3%
[12] Cc1ccc(-c2nnn(CCC(=O)NC(C)(C)C)n2)cc1
 : -5%, 3%, 0%, -6%, -1, -18%
[13] Cc1ccc(S(=O)(=O)N2CCN(C(=O)COC(=O)/C=C/c3ccc([N+](=O)[O-])cc3)CC2)c(C)c1
 : ., ., -1%, -6%, -1, .
[14] C=CCN=C1N[C@@H](c2cccc(C(F)(F)F)c2)C(C(=O)OC)=C(C)N1CC
 : ?, 16µM*, 6%, -28%, 99, -33%&-1%
[15] COc1ccc(CN2CCN(S(=O)(=O)c3ccc(F)cc3)CC2)cc1OC
 : -11%, -25%, ?, -24%, -60*, -8%[11.4 µM]
[16] CCc1ccc(CN(C)C(=O)CCc2nnc(CCc3cccc(OC)c3)o2)nc1
 : -5%, 6%, 61%[activator], -25%, -32, -12%
[17] Cc1c(C(=O)N2CCN(Cc3ccc4c(c3)OCO4)CC2)cccc1[N+](=O)[O-]
 : ?, 0%, 9%, -20%, 8, ?
[18] CCc1noc(C)c1C(=O)NNC(=O)c1ccc(N(CC)CC)cc1
 : -4%, ., 18%, -3%, -13, -15%
[19] COC(=O)NCc1ccc2c(c1)OCO2
 : 6%, 0%, -7%, -5%, 32, 2%
[20] CC1CCN(CCOc2ccc(C(=O)c3ccccc3)cc2)CC1
 : -14%, ?, -21%, -23%, 57, 1%
[21] S=C(NCc1ccco1)Nc1ccc(Oc2ccc(Cl)cc2)cc1
 : 0%, 0%, 26%, 9%, -60*, -12%
[22] CC(C)CCN(C(=O)CNC(=O)c1ccco1)C(C(=O)NC1CCCCC1)c1ccco1 (centres undefined)
 : ?, 8%, 17%, -18%, -16, -2%
[23] O=C(Nc1cccc(S(=O)(=O)NC2=NCCC2)c1)c1cc(-c2ccco2)nc2ccccc12
 : -1%, -29%, -17%, ?, 8, 18µM*
[24] CN(c1ncnc2c1c(-c1ccccc1)cn2-c1cccc(Cl)c1)C1CCCCC1
 : 5%, ., ., ., ?, -2%
[25] CCN(C(=O)[C@@H]1CCCN1C(=O)c1cccs1)c1nc2cc(Cl)ccc2s1
 : ?, -9%, -28%, 10µM*, 118, 4%
[26] Cc1sc2ncn(CC(=O)NCCCC(=O)N3CCN(c4ccccc4)CC3)c(=O)c2c1C
 : -3%, 3%, 7%, 25%, 50, 6%
[27] COc1cc(NS(=O)(=O)c2ccc(NC(=O)COc3ccc(C)cc3C)cc2)nc(OC)n1
 : 2%, 15%, 0%, 9%, 34, -26%
[28] O=C(Nc1ccccc1F)NC1CCN(Cc2nnnn2Cc2ccc(F)cc2)CC1
 : -12%, 10%, -14%, -8%, -14, -12%
[29] COc1ccc(CNC(=O)C(c2ccc(C)o2)N(C(=O)c2snc(C(N)=O)c2N)c2ccccc2OC)cc1 (centres undefined)
 : -3%, -3%, -14%, ?, ?, 0%
[30] O=C(NCc1nnc(SCC(=O)N2CCCCC2)o1)c1c(F)cccc1Cl
 : ?, ., 3%, 3%, 14, 0%
[31] CCn1c(COc2ccccc2)nnc1SCC(=O)C(C)(C)C
 : -1%, 15%, -3%, 6%, 1, 8%
[32] CCCCC(=O)NS(=O)(=O)c1ccc(NS(C)(=O)=O)cc1
 : -6%, 1%, 4%, 16%, 70, 32%
[33] Cc1cccc(NC(=O)NCCc2ccc(Cl)cc2)c1
 : -2%, 2%, 16%, 7%, ?, .
[34] Nc1cc2c(cc1Br)-c1ccc(F)cc1C2O (centres undefined)
 : ., ., -7%, -18%, 17, .
[35] O=[N+]([O-])c1cc(-c2nc(-c3ccccc3)no2)ccc1NC1CCCC1
 : 5%, ., ., ., 29, -7%
[36] Cc1nc2ccc(NS(=O)(=O)c3ccc(F)c(F)c3F)cc2s1
 : ., ., 4%, 5%, -37, .
[37] COc1ccc(CN(C2CCCC2)S(=O)(=O)c2ccc(-n3cnnn3)c(OC)c2)cc1OC
 : 4%, 0%, -3%, -19%&-5%, 33, 16%
[38] CN(C)S(=O)(=O)c1ccc(Cl)c(NC(=O)COC(=O)CCSc2ccccc2)c1
 : -10%, 1%, -5%[2.32 µM], 10%, -23, -17%
[39] O=C(NCc1ccccc1)C1=C[C@@H](C2CC2)C[C@@H](OCCCCO)O1
 : 3%, -5%, 15%, ?, -19, -15%
[40] CCc1nc(-c2ccccc2)cc(=O)[nH]1
 : -9%, 1%, 10%, 5%, 4, 0%
[41] CN1CCN(S(=O)(=O)c2ccc(C3CCCCC3)cc2)CC1
 : 0%, ., 10%, 17%, -23, -2%
[42] COC(=O)c1ccc(COC(=O)c2ccc(C)c(S(=O)(=O)N3CCCCC3)c2)cc1
 : ?, ., -3%, -9%, 48, -8%
[43] O=C(CSc1ccc(-c2ccc(Br)cc2)nn1)NC1CCCC1
 : -12%, 4%, -9%, ., -12, 0%
[44] Cc1ccc(C(C[N+](=O)[O-])c2c(-c3ccccc3O)[nH][nH]c2=O)cc1 (centres undefined)
 : ?, -21%, 49%[activator], 2%, -75*, -32%
[45] COc1ccc(COc2cc(-c3cccc(OC)c3)nc3ccc(NC(=O)C(C)C)cc23)cc1
 : ?, -2%, -3%, ?, 96, -14%
[46] Cc1cccc(N2C(=O)NC(=O)/C(=C\c3ccc4c(c3)CCCN4Cc3ccccc3)C2=O)c1
 : -1%, -1%, 19%[2.32 µM], 5%, -12, ?
[47] CCOC(=O)COc1ccc(C2NC(C(=O)O)CS2)cc1 (centres undefined)
 : -12%, ?, -4%, 24%, -8, 7%
[48] COc1ccc(NC(=O)CCn2cccc2)cc1
 : 1%, 1%, 32%[activator], 25%, -26, ?
[49] Cc1cccc(N2CCN(C(=O)c3cn(C)c(=O)c4c3c3ccccc3n4C)CC2)c1C
 : -10%, 3%, -9%, ?, 4, 1%
[50] Cc1ccc(NC(=O)c2ncn(CC(=O)NCc3ccccc3)n2)cc1C
 : ., ., -6%, 19%, 50, .
[51] CCOC(=O)C(C)Oc1cccc2c(=O)n(CC(=O)NCc3ccc4c(c3)OCO4)ccc12 (centres undefined)
 : -7%, 1%, 4%, -29%, 22, 1%
[52] O=C(NCC(=O)N(c1ccc2c(c1)OCO2)C(C(=O)NC1CCCC1)c1cccs1)c1ccco1 (centres undefined)
 : -11%, -1%, 8%, -3%, 1, -3%
[53] Cc1ccc([N+](=O)[O-])cc1S(=O)(=O)N1CCCC1
 : 8%, 14%, -3%, 4%, -27, 8%
[54] CCOc1ccccc1C(=O)NCCC(=O)O
 : -10%, 6%, -10%, 7%, 73, 8%
[55] O=[N+]([O-])c1ccc(O)c(/C=N\N=C2c3ccccc3-c3ccccc32)c1
 : -7%, 4%, -21%, ?, -89*, 4%
[56] CN(C)c1nc(SCC#N)nc(N(C)C)n1
 : 4%, 0%, -4%, -19%, ?, -3%
[57] CCOc1ccc(N(CC(=O)N2CC=C(c3ccccc3)CC2)S(=O)(=O)c2c(C)noc2C)cc1
 : ?, -13%, -1%, 20%, 14, -1%
[58] CN1CCN(C(=O)COCc2cc(-c3ccc4c(c3)OCO4)on2)CC1
 : -4%, -7%, 2%, 12%, -3, -25%
[59] N#CC(=C=[N-])c1nc2ccccc2nc1-[n+]1cccc(NC(=O)c2ccc(F)cc2)c1
 : 10%, -14%, ., ., 0, -29%
[60] Cc1cc2cc(CNC(=O)Cc3ccc([N+](=O)[O-])cc3)ccc2[nH]1
 : -17%, 2%, -6%, ?, -15, -2%

Reprinted at random: 5 compounds from above
Order of values: AmpC detergent, Giardia FBPA inh, AMA1-RON2 inh, HCV inhibitor, HCMV antiviral, Sm TGR block
[52] O=C(NCC(=O)N(c1ccc2c(c1)OCO2)C(C(=O)NC1CCCC1)c1cccs1)c1ccco1 (centres undefined)
 : -11%, -1%, 8%, -3%, 1, -3%
[56] CN(C)c1nc(SCC#N)nc(N(C)C)n1
 : 4%, 0%, -4%, -19%, ?, -3%
[55] O=[N+]([O-])c1ccc(O)c(/C=N\N=C2c3ccccc3-c3ccccc32)c1
 : -7%, 4%, -21%, ?, -89*, 4%
[51] CCOC(=O)C(C)Oc1cccc2c(=O)n(CC(=O)NCc3ccc4c(c3)OCO4)ccc12 (centres undefined)
 : -7%, 1%, 4%, -29%, 22, 1%
[59] N#CC(=C=[N-])c1nc2ccccc2nc1-[n+]1cccc(NC(=O)c2ccc(F)cc2)c1
 : 10%, -14%, ., ., 0, -29%

Assay outcomes deposited in PubChem by National Center for Advancing Translational Sciences (NCATS).

Rows were taken by chance; 9.3% or so of the library scored in one or more.
